Bioassay records as filed in PubChem.
GLS inh – qHTS for Inhibitors of Glutaminase (GLS) | Glutaminase kidney isoform, mitochondrial (Homo sapiens), O94925 | GLS enzymatic activity, qHTS titration | Potency, µM (top dose mostly 45.5 µM), inactives show top-dose activity change, negative = inhibition, usual class: inhibitors | actives 0.21% (n = 410,000) | AID 624170, 2012; also: potency is read from the fitted curve at half-maximal effect; % is scaled to controls: 0 for no effect and ±100 for the full control effect
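hKGA in 45 mM KH2PO4 pH 8.2, 0.02% Tween-20 with pin-transferred compounds; 1 mM L-glutamine (stock) plus glutamate oxidase/HRP/Amplex Red coupling added. Fluorescence read initially and after 30 min at RT.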
PGK inhibitor – qHTS Assay to Find Inhibitors of Phosphoglycerate Kinase. Potency, µM (doses to about 57.5 µM), inactives show at the highest dose activity change, negative = inhibition, most hits filed as inhibitors. AID 602233, 2012. actives 0.043% (n = 380,000). PGK/GAPDH coupled, Kinase-Glo luminescence, 60 min; also: potency is read from the fitted curve at half-maximal effect; % is scaled to controls: 0 for no effect and ±100 for the full control effect; nearly all actives have a fitted effect of over 60% in size
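Recombinant glycosomal PGK reaction used 1,3-bisphosphoglycerate generated in-well by GAPDH (100nM final) in 100mM TEA pH 7.6, 5mM MgCl2, 0.01% Tween-20. After 60 minutes at room temperature, ATP was read by Kinase-Glo Plus luminescence end-point.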
TrxR1 substrate – qHTS Assay for Substrates of Mammalian Selenoprotein Thioredoxin Reductase 1 (TrxR1): qHTS. Potency, µM (titrated, usually from 114 µM), for the others: at the top dose activity change, negative = substrate turnover. purified TrxR1 substrate turnover, NADPH consumption readout. AID 588456, 2011. actives 0.01% (n = 390,000); also: potency is read from the fitted curve at half-maximal effect; % is scaled to controls: 0 for no effect and ±100 for the full control effect; nearly all actives have a fitted effect of over 50% in size
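Rat TrxR1, dispensed at 90 nM, was prereduced with 400 uM NADPH (final) for 5 min at ~22 deg C, then incubated with compound 15 min before 400 uM selenite. A first-read NADPH fluorescence drop versus no-compound background flagged substrates.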
PI4K2A block – qHTS for small molecular inhibitors of PI4K2A. AID 1346378, 2018. Phosphatidylinositol 4-kinase type 2-alpha (Homo sapiens), Q9BTU6. purified PI4K2A, ADP-Glo luminescence, 1 h; hits give low values. activity change, negative = inhibition, % at 76.9 µM. actives 0.13% (n = 420,000); in the data active = activity change below about -50%; inconclusive = mostly about -30% to -49%;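 also: -100% = wells without enzyme as full effect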
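ADP-Glo luminescence measured ADP generated by PI4K2A enzyme (4 ug/mL before mixing) with 1.2 mM PI substrate (pre-mix) and 300 microM ATP (pre-mix). Tris pH7.5 buffer with MgCl2, Triton X-100; 1 h reaction at ambient temperature.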
TrxR1 inh – qHTS Assay for Inhibitors of Mammalian Selenoprotein Thioredoxin Reductase 1 (TrxR1): qHTS; Thioredoxin reductase 1, cytoplasmic (Rattus norvegicus), O89049; recombinant rTrxR1, NADPH fluorescence consumption, selenite substrate; Potency, µM (highest dose often 114 µM), inactives show at the highest dose activity change, negative = inhibition, most hits filed as inhibitors; actives 1% (n = 390,000); also: potency is read from the fitted curve at half-maximal effect; % is scaled to controls: 0 for no effect and ±100 for the full control effect; nearly all actives have a fitted effect of over 65% in size
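Rat TrxR1 (90 nM in the dispensed reagent) was pre-reduced with 400 uM NADPH for 5 min at room temperature, then incubated with compound for 15 min. After 400 uM selenite was added, NADPH fluorescence (Ex 340/Em 450 nm) was followed for 8 min.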
HP1b binding inh – HTS for Inhibitors of HP1-beta Chromodomain Interactions with Methylated Histone Tails | Potency, µM (top dose mostly 114 µM), for the others: at the highest dose activity change, negative = inhibition, usual class: inhibitors | AlphaScreen HP1-beta / biotin-H3K9me3 peptide binding | actives 0.56% (n = 390,000); also: potency is read from the fitted curve at half-maximal effect; nearly all actives have a fitted effect of over 70% in size; inactives centre near 23
Target sequence (P83916 whole entry, looked up): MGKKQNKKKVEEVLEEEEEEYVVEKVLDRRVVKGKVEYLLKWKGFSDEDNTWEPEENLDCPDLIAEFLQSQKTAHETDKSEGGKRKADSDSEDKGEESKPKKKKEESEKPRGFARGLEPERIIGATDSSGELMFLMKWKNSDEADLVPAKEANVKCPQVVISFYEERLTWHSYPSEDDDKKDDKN
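Compound inhibition of the preformed complex between 50 nM HP1-beta and 50 nM biotinylated H3K9me3 peptide was read by AlphaScreen. Buffer was PBS pH 7.4 with 0.01% Tween-20. Incubations ran 30 min at room temperature, with 10 ug/mL donor/acceptor beads.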
Pin1 inhibitor – qHTS Assay to Find Inhibitors of Pin1 | Pin1 FP peptide displacement, HiFluor488, 10 min | Potency, µM (titrated, usually from 115 µM), without a hit: top-dose activity, negative = inhibition, usual class: inhibitors | actives 0.009% (n = 390,000); active = well fitted inhibition curve with a large enough effect in the polarisation, with a control signal flat, not every such curve was filed as active; inconclusive = small, poorly fitted or top-dose-only effect, or effect the other way, or a change in a side signal; inactive = no such curve, though single readings can be large or run the other way; the % refers to the polarisation; also: potency is read from the fitted curve at half-maximal effect; % is scaled to controls: 0 for no effect and ±100 for the full control effect
USP1-UAF1 inh – Inhibitors of USP1/UAF1: Primary Screen; recombinant USP1/UAF1, Ub-Rhodamine cleavage fluorescence; Potency, µM (highest dose often 57.1 µM), without a hit: at the highest dose activity change, negative = inhibition, hits mostly inhibitors; actives 0.23% (n = 390,000); also: potency is read from the fitted curve at half-maximal effect; % is scaled to controls: 0 for no effect and ±100 for the full control effect; nearly all actives have a fitted effect of over 60% in size; inactives centre near -12
Target sequence (O94782 whole entry, looked up): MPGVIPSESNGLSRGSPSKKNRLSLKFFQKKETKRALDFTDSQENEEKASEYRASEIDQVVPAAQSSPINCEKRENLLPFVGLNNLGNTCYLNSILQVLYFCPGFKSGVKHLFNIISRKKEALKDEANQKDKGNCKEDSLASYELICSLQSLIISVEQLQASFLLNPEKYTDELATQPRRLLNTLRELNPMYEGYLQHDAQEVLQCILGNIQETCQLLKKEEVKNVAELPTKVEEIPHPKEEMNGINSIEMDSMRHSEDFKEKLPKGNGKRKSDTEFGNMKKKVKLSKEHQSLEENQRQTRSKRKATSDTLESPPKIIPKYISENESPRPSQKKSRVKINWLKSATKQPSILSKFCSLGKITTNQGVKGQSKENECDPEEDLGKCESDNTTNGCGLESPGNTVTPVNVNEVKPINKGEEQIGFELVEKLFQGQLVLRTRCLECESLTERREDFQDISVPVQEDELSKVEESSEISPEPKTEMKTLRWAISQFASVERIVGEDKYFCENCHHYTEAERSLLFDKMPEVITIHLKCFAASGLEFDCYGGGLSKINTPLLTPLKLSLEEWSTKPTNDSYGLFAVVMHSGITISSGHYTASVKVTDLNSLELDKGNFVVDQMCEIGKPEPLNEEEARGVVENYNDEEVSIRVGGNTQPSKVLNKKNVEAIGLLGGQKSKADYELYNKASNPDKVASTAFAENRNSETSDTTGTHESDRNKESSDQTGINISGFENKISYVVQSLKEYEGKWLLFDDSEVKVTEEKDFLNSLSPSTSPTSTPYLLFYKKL
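In this screen, compounds sit with the deubiquitinase complex (1nM) for 15 min at room temperature before Ub-Rho is added at 150nM final. Fluorescence rise is then followed for 6 reads every 60 seconds.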
IDH1 R132H inh – qHTS for Inhibitors of mutant isocitrate dehydrogenase 1 (IDH1): qHTS; Isocitrate dehydrogenase [NADP] cytoplasmic (Homo sapiens), O75874; AID 602179, 2012; IDH1-R132H enzyme, NADPH consumption, diaphorase/resazurin fluorescence; actives 0.093% (n = 390,000); Potency, µM (top dose mostly 76.6 µM), for inactives: at the top dose activity change, negative = inhibition, usual class: inhibitors; also: potency is read from the fitted curve at half-maximal effect; % is scaled to controls: 0 for no effect and ±100 for the full control effect; nearly all actives have a fitted effect of over 65% in size
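IDH1-R132H (0.5 ug/mL) preincubated 30 min with compound, then NADPH (0.016 mM) and alpha-KG (2 mM) added; 80 min at RT, pH 7.5. Remaining NADPH coupled via diaphorase/resazurin to fluorescence (540/590 nm); concentration-response curves normalized to no-enzyme control.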
The depositor's hits bear a star; i = inactive; u = inconclusive; x = not tested or not shown; & = joins results of further samples; [ ] = dose if it differs, or a comment. Unless noted, calls follow the shape of the dose curve; as a rule, active = well fitted curve in the direction sought with a large enough effect; inconclusive = small, poorly fitted or top-dose-only effect, or another doubt; inactive = no such curve, though single readings can be large; an effect the other way counts as inactive or inconclusive. These rows are one share of the data, so the mix of outcomes need not match the whole.

entry	Structure	GLS inh	PGK inhibitor	TrxR1 substrate	PI4K2A block	TrxR1 inh
1	CCOC(=O)C1(CCOC)CCN(CC(C)Cc2ccc3c(c2)OCO3)CC1 (stereo unspecified)	-22%	-6%	1%	-3	35%
2	CCOc1ccc(N2C(=O)C(CC(=O)Nc3ccc(F)cc3)N(Cc3ccccn3)C2=S)cc1 (stereo unspecified)	-4%	-5%	0%	1	10%
3	Cc1ccc(NC(=O)Cn2ccsc2=N)cc1S(=O)(=O)N(C)C	-6%	i	5%	-4	17%
4	CCOC(=O)C1[C@H]2C(=O)N(CCCOC)C[C@]23C=C[C@H]1O3 (stereo partly specified)	-3%	i	4%	-1	12%
5	Cc1ccc(S(=O)(=O)CC(=O)c2ccc(C)c([N+](=O)[O-])c2)cc1	21%	0%	4%	3	-32%
6	CCCCCC(=O)N1C[C@H](n2cc(COC(=O)c3ccccc3)nn2)[C@@H](O)C[C@@H]1c1ccccc1	0%	10%	x	3	x
7	CN(C(=O)c1cccc(NC(=O)Cc2ccc(NC(=O)C3CCCN(C(=O)C4CCCCC4)C3)cc2)c1)C1CC1 (stereo unspecified)	2%	-9%	-7%	-5	3%
8	CC(=O)OC(C(=O)NC1CCCCC1)c1ccccc1Cl (stereo unspecified)	-2%	6%	-4%	-2	3%[57.1 µM]
9	CN(Cc1cccnc1)C(=O)c1ccc(Cl)c(NS(=O)(=O)c2ccc(F)cc2)c1	-9%	-2%	7%	-3	20%
10	CCCCN(C(=O)c1ccccc1F)c1c(N)n(CCC)c(=O)[nH]c1=O	1%	4%	7%[0.0914 µM]	-2	-1%[57.1 µM]

entry	HP1b binding inh	Pin1 inhibitor	USP1-UAF1 inh	IDH1 R132H inh
1	23%	-1%	-6%	-7%
2	36%	2%	-13%	4%
3	41%[activator]	1%	-17%	0%
4	29%	5%	-6%	-2%
5	4%	7%	6%	3%
6	x	x	-10%	-3%
7	36%[activator]	3%	-19%	-4%[38.3 µM]
8	26%	-4%	1%	0%
9	23%	5%	-14%	0%
10	29%	1%	-2%	-5%

Other records follow.
entry	Structure	GLS inh	PGK inhibitor	TrxR1 substrate	PI4K2A block	TrxR1 inh
11	COc1cc(C(=O)O)cc(Br)c1OC1CCCC1	13%	i	10%	2	21%
12	O=C(O)c1cn(-c2ccc(F)cc2)c2cc(N3CCNCC3)c(F)cc2c1=O	-1%&4%	0%	94%[activator]	-3	-24%
13	COCCn1c(NC(=S)NC(=O)C23CC4CC(CC(C4)C2)C3)cc(=O)[nH]c1=O	-11%	-7%	0%	-3	-23%
14	CC(C)Cc1ccc(S(=O)(=O)N2CCN(C(=O)c3ccco3)CC2)cc1	0%	i	13%	-2	19%
15	O=C(C[n+]1cccc2ccccc21)c1ccc(Cl)cc1	0%	-2%	-9%	3	u
16	Cc1ccc2c(C)c(C(=O)NCc3ccc(S(N)(=O)=O)cc3)oc2c1C	-9%	4%	-2%[57.1 µM]	-4	14%[57.1 µM]
17	Cn1c(SCC(=O)NCCc2ccccc2)nc2c([nH]c3ccccc32)c1=O	-1%	-2%	0%[57.1 µM]	-2	24%[57.1 µM]
18	C[C@H]1CN([C@@H](C)CO)C(=O)Cc2cc(NC(=O)CCC(F)(F)F)ccc2O[C@H]1CN(C)CC1CC1	-4%	-7%	11%[57.1 µM]	1	7%[57.1 µM]
19	Cc1c(C)c2ccc(OCC(=O)NC(Cc3ccc(Cl)cc3)C(=O)O)cc2oc1=O (stereo unspecified)	19%	-3%	187%[activator]	-10	11%
20	Fc1ccc(-c2nc3c(-c4ccccc4)cnn3cc2CCN2CCOCC2)cc1	-9%	i	0%[57.1 µM]	1	17%[57.1 µM]

entry	HP1b binding inh	Pin1 inhibitor	USP1-UAF1 inh	IDH1 R132H inh
11	18%	5%	-21%	-2%
12	24%	-1%	-24%	8%
13	24%	-14%	-19%	6%
14	14%	-8%	u	6%
15	16%	u	-9%	-8%
16	22%	5%	-6%	0%
17	20%	1%	0%	6%
18	29%	43%[activator]	u	21%
19	14%	0%	16%	-10%
20	47%[activator]	5%	-10%	10%

Single records, from the list above. Order of screens: GLS inh, PGK inhibitor, TrxR1 substrate, PI4K2A block, TrxR1 inh, HP1b binding inh, Pin1 inhibitor, USP1-UAF1 inh, IDH1 R132H inh
Listed for Cc1ccc2c(C)c(C(=O)NCc3ccc(S(N)(=O)=O)cc3)oc2c1C → -9%, 4%, -2%[57.1 µM], -4, 14%[57.1 µM], 22%, 5%, -6%, 0%
Listed for COc1cc(C(=O)O)cc(Br)c1OC1CCCC1 → 13%, i, 10%, 2, 21%, 18%, 5%, -21%, -2%
Listed for Fc1ccc(-c2nc3c(-c4ccccc4)cnn3cc2CCN2CCOCC2)cc1 → -9%, i, 0%[57.1 µM], 1, 17%[57.1 µM], 47%[activator], 5%, -10%, 10%
Listed for Cc1c(C)c2ccc(OCC(=O)NC(Cc3ccc(Cl)cc3)C(=O)O)cc2oc1=O (stereo unspecified) → 19%, -3%, 187%[activator], -10, 11%, 14%, 0%, 16%, -10%

Next entries
entry	Structure	GLS inh	PGK inhibitor	TrxR1 substrate	PI4K2A block	TrxR1 inh
21	Cc1ccc(C)c(NC(=O)CN(C)C(C)C(=O)N2CC(C)CC(C)C2)c1 (stereo unspecified)	-7%	-1%	0%[57.1 µM]	-8	2%[57.1 µM]
22	COc1ccc(N2CCN(C(=O)CSc3nnc(NC(=O)C4CCC4)s3)CC2)cc1	-17%	-11%	-6%[57.1 µM]	0	29%[57.1 µM]
23	C[n+]1ccc(/C=C/c2ccccc2O)c2ccccc21	-19%	-3%	-5%	-13	-39%
24	O=C(c1cc(-c2cccc(Br)c2)nc2ccccc12)N1CCCC1	-1%	-3%	0%	1	-4%
25	CCCOC(=O)Nc1cc(OC)c(Cl)cc1OC	4%	-12%	5%	4	11%
26	Cc1ccc(S(=O)(=O)N2[C@@H](c3ccccc3F)C(C(=O)O)=CC[C@H]2c2ccc(Cl)c(Cl)c2)cc1	18%	-4%	5%	2	5%[57.1 µM]
27	COc1ccc(C2=NOC(C(=O)Nc3cc(Br)ccc3O)C2)cc1OC (stereo unspecified)	-2%	-2%	3%	4	18%
28	CC1=CCC2C(=O)N(c3cccc(C(=O)NC(C)c4ccccc4)c3)C(=O)C2C1 (stereo unspecified)	30%[activator]	i	11%[57.1 µM]	3	6%[57.1 µM]
29	Cc1cc(OC(C)C(=O)N(Cc2ccc(N(C)C)cc2)Cc2ccco2)ccc1Cl (stereo unspecified)	-6%	x	-3%	1	11%
30	Nc1nnc2cc(F)ccc2n1	-9%	-1%	x	-5	x

entry	HP1b binding inh	Pin1 inhibitor	USP1-UAF1 inh	IDH1 R132H inh
21	48%[activator]	-8%	-20%	-2%
22	19%	-1%	-7%	4%
23	-19%	-5%	-3%	10%
24	33%	-3%	-27%	9%
25	39%[activator]	-5%	-26%	10%
26	27%	u	-26%	7%
27	0%	u	-3%	-9%
28	-9%	-3%	-17%	-1%
29	-27%	1%	u	x
30	x	x	-17%	2%

(more compounds)
entry	Structure	GLS inh	PGK inhibitor	TrxR1 substrate	PI4K2A block	TrxR1 inh
31	CCCN(CCC)S(=O)(=O)c1cc(Br)cc2c1N(C(=O)CC)CC2	-6%	i	-5%[57.1 µM]	6	6%[57.1 µM]
32	Cc1cc(C)c2nc(NC(=O)[C@@H](NC(=O)c3cccc(S(=O)(=O)N4CCOCC4)c3)C(C)C)sc2c1	2%	-2%	-10%	-6	-8%
33	CCN(C(=O)CSc1nc2nc(C)cc(C)n2n1)C1CCS(=O)(=O)C1 (stereo unspecified)	-2%	-2%	-8%	-3	12%[57.1 µM]
34	CCN(CC)C(=O)Cn1cc(C(=O)C(=O)N2CCN(C)CC2)c2ccccc21	11%	8%	-9%	-15	u
35	COc1ccc(/C=N/NC(=O)c2ccc(Br)cc2)cc1Cn1cc(Cl)cn1	-12%	-12%	17%[57.1 µM]	-3	28%[57.1 µM]
36	O=C(NNC1=NS(=O)(=O)c2ccccc21)c1cccc([N+](=O)[O-])c1	20%	6%	-9%	-1	13%

entry	HP1b binding inh	Pin1 inhibitor	USP1-UAF1 inh	IDH1 R132H inh
31	60%[activator]	15%	-21%	10%
32	41%[activator]	u	-17%	5%
33	24%	2%	-5%	2%
34	11%	3%	-5%	-3%
35	19%	5%	-10%	5%
36	27%	-3%	-21%	-2%
